# PfHsp40 yeast: rescue of yeast from PfHsp40 toxicity, primary screen, S. cerevisiae, ATP luminescence | S. cerevisiae expressing PfHsp40, growth rescue | growth rescue, % at 12.5 µM | 340,000 tested, 0.68% active; in the data active means growth rescue above about 28%, passing the limit was not always enough;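 further: yeast W303a lacking pdr1 and pdr3 grown in galactose medium; growth measured after three days at 30 °C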
# BoNT A protease: BoNT/A light chain protease inhibitors, primary screen, biochemical, flow cytometry, MLPCN library | Botulinum neurotoxin type A light chain protease (Clostridium botulinum A str. ATCC 3502) | multiplex microsphere protease substrate cleavage | inhibition, % at 10 µM | 360,000 tested, 0.17% active; further: plate controls were buffer without enzyme for full effect and enzyme alone for no effect
# Mtb FBA inh: Mtb FBA enzyme inhibitors, primary screen, biochemical, fluorescence, strain H37Rv; Fructose-bisphosphate aldolase (Mycobacterium tuberculosis (strain ATCC 25618 / H37Rv)), …; inhibition, % at 1 µM; 360,000 tested, 2.3% active; purified M. tuberculosis FBA, fluorescence read-out; in the data active means inhibition above about 27%;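 further: 0% = vehicle and 100% = reference inhibitor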
# FadD28 FP inh: inhibitors of FadD28 bisubstrate probe binding, primary screen, biochemical, fluorescence polarization, single point. inhibition, % at 12.5 µM. Mycobacterium tuberculosis FadD28 fatty-acid-AMP ligase. 360,000 tested, 0.22% active. AID 588549, 2011; in the data active means inhibition above about 8.5%, passing the limit was not always enough
# BoNT F protease: BoNT/F light chain protease inhibitors, primary screen, biochemical, flow cytometry, MLPCN library. Botulinum neurotoxin type F light chain protease (Clostridium botulinum). Multiplex microsphere protease cleavage assay. inhibition, % at 10 µM. 360,000 tested, 0.22% active. AID 588497, 2011; in the data active means inhibition above about 35%, passing the limit was not always enough; further: plate controls were buffer without enzyme for full effect and enzyme alone for no effect
# Mtb BioA inh: M. tuberculosis BioA enzyme inhibitors, primary screen, biochemical, plate reader, single point, HTS; 7,8-diaminopelargonic acid synthase BioA (Mycobacterium tuberculosis); purified M. tuberculosis BioA enzyme; inhibition, % at 9.99 µM; 360,000 tested, 0.096% active; AID 602481, 2012; in the data active means inhibition above about 40%
# UGM FP inh: M. tuberculosis UGM enzyme inhibitors, primary screen, biochemical, fluorescence polarization, single point; purified UGM, fluorescence polarization probe displacement; UDP-galactopyranose mutase (Mycobacterium tuberculosis (strain ATCC 25618 / H37Rv)), …; inhibition, % at 10 µM; AID 504406, 2011; 320,000 tested, 0.06% active; in the data active means inhibition above about 10%, passing the limit was not always enough
# GDH-TPI inh: GDH-TPI coupling enzyme inhibitors, primary screen, artefact control for M. tuberculosis FBA inhibitor project, biochemical, absorbance, full deck; 360,000 tested, 1.2% active; AID 588335, 2011; GDH-TPI coupled enzyme counterscreen, NADH absorbance; inhibition, % at 4.8 µM; in the data active means inhibition above about 30%;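 further: 0% = DMSO wells and 100% = wells lacking the enzyme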
# Anthrax LF inh2: Bacillus anthracis LF protease inhibitors, primary screen, biochemical, multiplex microsphere, MLPCN library; Lethal factor (Bacillus anthracis), P15917; multiplex microsphere protease cleavage assay; inhibition, % at 10 µM; 360,000 tested, 0.12% active; AID 588501, 2011; further: plate controls were buffer without enzyme for full effect and enzyme alone for no effect
# Target sequence (P15917 whole entry, looked up): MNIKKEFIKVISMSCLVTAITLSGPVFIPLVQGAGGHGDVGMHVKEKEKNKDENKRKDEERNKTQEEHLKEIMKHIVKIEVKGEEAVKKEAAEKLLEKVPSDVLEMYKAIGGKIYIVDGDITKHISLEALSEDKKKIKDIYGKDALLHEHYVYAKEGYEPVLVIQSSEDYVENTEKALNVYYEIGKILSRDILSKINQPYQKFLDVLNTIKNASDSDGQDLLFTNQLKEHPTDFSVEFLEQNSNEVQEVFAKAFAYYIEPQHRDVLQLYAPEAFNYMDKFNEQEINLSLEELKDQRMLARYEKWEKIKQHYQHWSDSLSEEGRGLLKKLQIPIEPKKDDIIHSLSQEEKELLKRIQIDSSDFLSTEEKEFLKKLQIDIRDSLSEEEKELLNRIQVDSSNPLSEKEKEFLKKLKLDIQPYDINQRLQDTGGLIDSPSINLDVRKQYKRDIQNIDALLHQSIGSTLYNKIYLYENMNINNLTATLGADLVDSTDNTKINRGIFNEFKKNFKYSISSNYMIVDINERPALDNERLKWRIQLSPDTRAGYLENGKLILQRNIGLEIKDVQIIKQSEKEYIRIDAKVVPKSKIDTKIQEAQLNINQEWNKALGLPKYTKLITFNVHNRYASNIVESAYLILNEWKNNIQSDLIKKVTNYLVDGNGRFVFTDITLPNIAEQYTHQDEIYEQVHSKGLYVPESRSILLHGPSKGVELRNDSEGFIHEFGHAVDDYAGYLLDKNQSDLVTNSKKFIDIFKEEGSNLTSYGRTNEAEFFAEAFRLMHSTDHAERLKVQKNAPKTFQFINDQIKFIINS
# Numbers without * were called inactive; nt = no result given. Unless noted, no stated cut-off is given here; in the data, active means inhibition above about 30%; inconclusive means no clear call, values can overlap the other calls; inactive means below that.
Molecule	PfHsp40 yeast	BoNT A protease	Mtb FBA inh	FadD28 FP inh	BoNT F protease	Mtb BioA inh	UGM FP inh	GDH-TPI inh	Anthrax LF inh2
COc1cccc(C(=O)N(C)Cc2c(C)nn(C3CCS(=O)(=O)C3)c2C)c1 (configuration not stated)	0.3	-0.1	6.4	-0.4	2.3	0.9	-3.1	10.8	-8.2
CN(C(=O)c1cccc(NC(=O)Cc2ccc(NC(=O)C3CCCN(C(=O)C4CC4)C3)cc2)c1)C1CCC1 (configuration not stated)	0.0	0.6	0.6	-2.5	-3.9	0.4	nt	7.5	3.0
C/C(=N\NC(=O)c1cccc(S(=O)(=O)N2CCOCC2)c1)c1ccc(O)cc1	-1.4	-0.3	-0.2	-1.7	3.2	0.1	0.9	7.6	-3.8
Cc1ccc(CN(C)C(=O)c2cc(COc3cccc(C(F)(F)F)c3)on2)o1	5.6	0.3	2.4	-0.9	-3.2	0.5	-0.2	-1.0	-5.3
CC(=O)Nc1ccc(S(=O)(=O)NCC(C)NS(=O)(=O)c2ccc(NC(C)=O)cc2)cc1 (configuration not stated)	-1.4	1.1	-0.2	0.0	9.4	-1.2	0.6	5.9	8.4
Cc1ccc(S(=O)(=O)N2CCCC2C(=O)OCc2ccccc2)cc1 (configuration not stated)	-0.9	-0.5	-2.5	-2.7	-6.8	nt	-2.8	10.5	-4.2
CCN(C(=O)COC(=O)COc1ccc2c(C)cc(=O)oc2c1)C1CCS(=O)(=O)C1 (configuration not stated)	-2.2	0.4	18.7	-0.1	1.7	nt	0.7	4.3	-3.6
CC(=O)c1c(C)[nH]c(C(=O)Nc2cccc(C)c2C)c1C	-0.9	-1.5	2.0	0.5	6.5	-1.6	1.0	2.3	1.9
CC1CCN(C(=O)c2scc3c2OCCO3)CC1	0.2	0.9	4.7	-0.7	3.6	-0.3	-0.4	6.2	1.6
Cc1ccc(NNc2c(C)nc3ccccc3nc2=O)cc1	0.4	0.2	-0.8	-1.4	-4.4	nt	-0.1	17.7	1.4
Cc1cccc(C)c1N=C1NN=C(c2ccccc2F)CS1	0.7	0.7	-0.6	-2.3	-9.7	nt	1.3	12.9	-1.1
CN(C)S(=O)(=O)N(CC(=O)N1CCOCC1)c1ccccc1	0.8	-0.7	0.1	1.2	-13.0	-0.7	-3.3	-2.5	-0.8
O=C(NCCCn1ccnc1)c1cccc(S(=O)(=O)Nc2ccccc2F)c1	0.8	0.1	2.7	-1.4	-4.1	nt	2.9	15.8	-4.9
COc1ccc(CCn2nnc(-c3ccc(NC(C)=O)c(Cl)c3)n2)cc1	1.1	-0.1	0.0	0.8	-14.6	0.2	-0.2	9.1	2.0
CCOC(=O)c1c(NC(=O)c2cc(C(C)C)on2)sc(C(C)=O)c1C	0.8	1.6	0.5	1.0	24.8	nt	0.8	-5.9	5.4
CCOc1ccc(CC(=O)NNC(=S)NC2CCCCC2)cc1OCC	2.3	-0.1	3.7	-1.5	-6.4	0.6	-2.2	4.1	4.1
CCOC(=O)CSC1=C(C#N)C(=O)NC(c2ccc(OC)cc2)S1 (configuration not stated)	-0.3	1.1	0.3	-3.0	15.9	2.5	-0.6	14.4	-3.2
CC(=O)Nc1cccc(NC(=O)COc2nncc3ccccc23)c1	-1.8	0.5	-0.2	-3.5	2.2	nt	-3.2	-3.6	0.2
N/C(=N\NC(=O)c1sccc1OCc1ccc(Cl)cc1Cl)c1ccccn1	8.4	-2.8	-3.4	-3.7	-8.6	nt	0.0	11.6	2.0
CCOc1ccc(C2c3cc(OC)c(OC)cc3CC(=O)N2c2ccc(OC)cc2)cc1 (configuration not stated)	-0.6	1.4	-1.1	-0.2	8.9	16.4	1.7	2.4	2.0
O=c1cc(-c2ccccc2)[nH][nH]1	-0.1	0.1	4.8	0.5	-7.7	-2.0	1.2	11.3	-3.6
CCCCN(C)S(=O)(=O)c1ccc(C(=O)N(CCN(C)C)c2nc3ccc(C)cc3s2)cc1	-0.9	-0.9	-4.2	-3.1	4.7	1.0	0.2	-6.7	-4.0
C/C=C(\C)C(=O)NCCN1C2=NC[C@H](Cc3ccc(O)cc3)N2C[C@@H]1Cc1ccc(OC)cc1	0.1	0.8	5.8	-1.7	-26.6	-1.9	0.5	10.2	-8.7
Cc1ccc(-c2nnc(NC(=O)CCS(=O)(=O)c3ccc(F)cc3)o2)c(C)c1	-0.4	4.7	-3.3	-1.6	-11.1	nt	-0.5	2.8	-0.8
O=c1cc(O)nc(SC23CC4CC(CC(C4)C2)C3)[nH]1	0.7	0.4	1.1	3.0	3.0	0.0	-0.6	7.2	-1.9
COc1ccc2ccc(=O)oc2c1CC=C(C)C	-0.9	-1.1	1.9	-2.7	-8.2	2.9	1.0	8.8	-13.8
COc1ccccc1OCCNC(=O)c1ccccc1OCc1c(C)noc1C	1.7	nt	1.2	-2.2	nt	-0.7	0.7	-8.1	nt
COc1ccc(-c2csc3nc(-c4cccnc4)nc(Cl)c23)cc1OC	1.3	2.2	1.0	-2.8	-1.2	nt	2.3	9.7	-1.2
CCCN(CC(=O)Nc1ccccc1Br)CC(=O)Nc1ccc(F)c(F)c1F	4.1	0.1	-0.3	-7.1	1.7	nt	1.8	10.6	-1.1
CCOC(=O)C1=C(CNCc2ccccc2Cl)NC(=O)NC1c1ccc2c(c1)OCO2 (configuration not stated)	-1.0	-1.2	0.2	-0.7	0.9	-0.4	-1.1	-2.8	-5.0
O=C(Cc1ccccc1)Oc1ccc(N2C(=O)CCC2=O)cc1	1.4	0.3	1.1	-0.5	14.6	-1.8	2.9	2.7	-0.5
Cc1ccc(N(Cc2cc3ccc(C)cc3[nH]c2=O)C(=O)c2ccco2)cc1	0.4	-0.4	2.6	-1.1	1.1	nt	4.9	11.6	-5.0
CC(C)c1ccc(C(CC(=O)O)N2Cc3ccccc3C2=O)cc1 (configuration not stated)	-1.3	-0.1	0.3	0.0	19.3	0.1	0.7	-2.1	7.5
CC(NC(=O)c1ccc(-c2ccccc2)cc1)C(c1ccccc1)N1CCOCC1 (configuration not stated)	0.3	-0.9	1.9	nt	-2.9	-0.5	-1.5	-1.4	15.1
O=C(COC(=O)c1ccccn1)NCCCc1ccccc1	-1.7	-0.2	0.9	-3.1	3.1	nt	0.6	-3.1	-1.7
COc1ccc(CCNC(=O)CCc2nc3ccccc3[nH]2)cc1OC	-0.4	-0.1	-0.3	0.7	-1.3	-1.7	-0.3	3.9	-1.1
CC(=O)NCC(=O)N(C)C(C(=O)Nc1ccc(C(C)C)cc1)c1ccccc1 (configuration not stated)	-1.0	0.4	-0.7	5.0	10.5	0.8	1.5	2.6	-4.5
CCc1cccc2c(C(=O)CCl)c[nH]c12	0.0	0.0	2.4	1.2	-1.2	nt	0.4	-0.8	-1.1
Cc1cc(NC(=O)c2ccc3sc([C@@H]4O[C@H](CO)[C@H](O)[C@H](O)[C@H]4O)nc3c2)no1	nt	-0.1	1.8	-2.4	2.5	3.7	nt	17.3	-7.6
CCOc1ccc(S(=O)(=O)N2CCOCC2)cc1NC(=O)CCN1C(=O)NC2(CCCC2)C1=O	nt	-0.2	0.7	-2.3	-2.3	-0.7	nt	-4.9	-2.0
COc1ccc(C(=O)N/N=C/c2sc3ccccc3c2O)cc1	262.1*	21.2	0.3	0.0	-4.8	nt	0.0	7.0	7.7
CCCNC(=O)COC(=O)c1ccc(N2CCCC2)c([N+](=O)[O-])c1	0.4	0.7	0.0	-1.5	-6.1	nt	1.9	10.9	4.0
Cc1ccc(NC(=O)NC(=O)CSc2n[nH]c(N)n2)c(C)c1	-2.1	-0.2	2.7	0.3	2.5	-3.7	1.0	3.9	5.5
Cc1cc(C(O)c2ncc(-c3cccc(F)c3)[nH]2)ccc1F (configuration not stated)	nt	-0.7	-1.7	-0.1	-4.0	0.7	nt	8.8	-10.9
COc1ccc(C(=O)C2CCCN(C(=O)c3cccc(N4CCCC4=O)c3)C2)cc1OC (configuration not stated)	-0.3	-0.5	-2.1	-3.4	1.4	6.4	nt	-3.4	0.7
Cc1cc(C=O)c(C)n1-c1ccc(Cl)c(C(=O)O)c1	-2.2	-0.7	-3.8	-1.1	0.7	nt	-0.3	-0.6	0.6
CC(=O)Nc1ccc(NC(=O)c2ccccc2Br)cc1	nt	-0.1	-1.9	-3.9	-2.0	0.2	nt	-3.1	-2.1
O=C(c1ccc2ccccc2c1)N1CCN(Cc2ccccc2)CC1	-0.5	-2.2	-0.9	-2.2	-1.3	3.8	0.3	-5.7	-0.6
Cc1cc(C)n(C(=O)COc2ccc([N+](=O)[O-])cc2)n1	0.6	-0.8	0.8	-1.4	1.5	0.0	0.8	7.6	-2.1
CCSc1nnc(NC(=O)c2csc3c2CCC(C)C3)s1 (configuration not stated)	-0.4	-0.2	-0.8	-3.1	-1.3	-0.6	-1.0	-1.8	-2.2
Oc1ccc(/C=N/Nc2nc(N3CCCCCC3)nc(N3CCCCCC3)n2)c(O)c1	0.5	-0.9	0.9	-4.5	-9.2	nt	-3.1	2.6	-3.5
CCN(CC)S(=O)(=O)c1ccc(N2CCOCC2)c(NC(=O)C(C)Oc2ccc(F)cc2)c1 (configuration not stated)	1.6	1.2	-1.5	-3.5	-4.3	-1.0	0.8	2.8	12.5
CCOP(=O)(OCC)C(NC(=O)Nc1ccc(C)c(Cl)c1)c1ccccc1 (configuration not stated)	0.9	1.0	1.3	-4.4	-2.8	nt	0.4	9.3	0.7
NC1(C#Cc2ccc3c(=O)c4ccccc4sc3c2)CCCCC1	1.4	8.0	9.9	-1.4	1.1	-3.4	-3.1	3.9	15.7
Nc1ccc2c(c1)C(=O)c1ccc(Br)cc1-2	0.1	-0.6	-1.6	-4.3	-7.7	0.0	nt	15.3	-5.1
O=C(NCCN1CCOCC1)c1ccccc1N1C(=O)[C@@H]2Cc3c([nH]c4ccccc34)C(c3ccc(F)cc3)N2C1=O (some centres not stated)	-1.7	0.9	3.8	-0.4	-6.5	-2.3	-0.2	7.8	2.1
CCN(CC)S(=O)(=O)c1ccc(N2CCCC2)c(NC(=O)c2ccccc2OC)c1	0.0	0.7	-4.4	-0.3	-6.8	0.2	3.0	22.2	-2.4
